ALOX15 inhib: qHTS Assay for Inhibitors of 15-hLO (15-human lipoxygenase). Polyunsaturated fatty acid lipoxygenase ALOX15 (Homo sapiens), P16050. purified 15hLO-1, xylenol orange hydroperoxide absorbance. Potency, µM (highest dose often 57.1 µM), for inactives: at the top dose activity change, negative = inhibition, hits mostly inhibitors. 1.4% of 74,000 active. AID 887, 2007; further: potency means the concentration at half of the fitted maximal effect; on the % scale 0 is the no-effect control and ±100 the full control effect; nearly all actives have a fitted effect of over 55% in size
Target sequence (P16050 whole entry, looked up): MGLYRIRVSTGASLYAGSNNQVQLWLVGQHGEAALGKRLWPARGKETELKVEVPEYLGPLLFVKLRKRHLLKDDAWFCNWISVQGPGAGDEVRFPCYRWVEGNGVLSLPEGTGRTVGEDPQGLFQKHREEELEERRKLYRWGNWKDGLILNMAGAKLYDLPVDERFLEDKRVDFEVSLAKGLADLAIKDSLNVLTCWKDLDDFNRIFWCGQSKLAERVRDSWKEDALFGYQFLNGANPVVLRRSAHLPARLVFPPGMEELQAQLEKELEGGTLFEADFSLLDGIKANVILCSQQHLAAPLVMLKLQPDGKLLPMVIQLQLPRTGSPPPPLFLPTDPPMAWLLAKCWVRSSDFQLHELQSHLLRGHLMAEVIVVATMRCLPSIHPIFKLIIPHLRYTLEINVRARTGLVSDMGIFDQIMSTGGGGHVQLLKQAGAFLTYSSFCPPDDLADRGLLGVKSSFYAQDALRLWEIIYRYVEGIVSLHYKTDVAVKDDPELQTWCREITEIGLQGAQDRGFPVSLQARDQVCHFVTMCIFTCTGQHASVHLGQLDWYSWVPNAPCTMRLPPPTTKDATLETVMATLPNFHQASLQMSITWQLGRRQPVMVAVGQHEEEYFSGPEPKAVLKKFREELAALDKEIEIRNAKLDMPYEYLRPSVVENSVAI
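Hydroperoxide formed from arachidonic acid (50 uM) by purified human 15hLO-1 (40 nM) oxidizes ferrous iron, and the ferric-xylenol orange complex is read at 573 versus 405 nm. Compounds were preincubated 15 min; reaction ran 6 min at room temperature.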
Rhodamine autofl: qHTS Assay for Spectroscopic Profiling in Rhodamine Spectral Region. Rhodamine-region fluorescence, 547/598 nm, Tris buffer; stronger effect = higher value. 0.05% of 59,000 active. AID 594, 2007. max dye-equivalent concentration, M; in the data active means max dye-equivalent concentration above about 11 nM; inconclusive means between about 1.1 nM and that limit
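Intensities are converted to rhodamine-equivalent concentration using a six-point rhodamine standard on each plate. Compounds sit 15 min at room temperature in 100 mM Tris buffer, pH 8.0; read uses the 547/598 nm excitation/emission pair.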
4MU fluor: qHTS Assay for Spectroscopic Profiling in 4-MU Spectral Region | 11% of 59,000 active | compound autofluorescence, 340/450 nm, 4-MU equivalents; stronger effect = higher value | max dye-equivalent concentration, M; in the data active means max dye-equivalent concentration above about 10 nM; inconclusive means mostly about 1.1 nM to 9.6 nM
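Compounds in 100 mM Tris, pH 8.0, sat 15 min at room temperature before fluorescence was read at 340 nm excitation/450 nm emission; a per-plate six-point 4-MU standard curve converted signals to dye-equivalent concentration at each compound concentration.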
Ub-GFP proteasome: Ubiquitin-GFP Assay | Ubiquitin-GFP reporter cells, proteasome inhibition, GFP fluorescence; response scale: untreated = 0%, 10 µM MG-132 = 100% | Potency, µM (titrated, usually from 45.9 µM), without a hit: at the top dose activation (GFP accumulation), most hits filed as activators | 67,000 tested, under 10 active | AID 526, 2006; active means well fitted activation curve with a large enough effect, not every such curve was filed as active; inconclusive means small, poorly fitted or top-dose-only effect, or another doubt; inactive means no such curve, though single readings can be large or run the other way; further: potency means the concentration at half of the fitted maximal effect
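Reporter cells (U2OS, ubiquitin-G76V-GFP fusion) are plated overnight, then treated 4 hr at 37 °C with compound titrations from 46 uM down to 2.9 nM. Activity is scaled against untreated cells and 10 uM MG-132.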
DNA Pol III inh: qHTS Assay for Inhibitors of DNA Polymerase III Holoenzyme System; reconstituted DNA polymerase III holoenzyme replication, biochemical; Potency, µM (highest dose often 57.1 µM), without a hit: at the top dose activity change, negative = inhibition; 0.25% of 71,000 active; AID 603, 2007; further: potency means the concentration at half of the fitted maximal effect; on the % scale 0 is the no-effect control and ±100 the full control effect
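Reconstituted *E. coli* holoenzyme (0.35 nM Pol III, 1 nM beta, 154 nM SSB, 2 nM primase) was preincubated with compound for 15 min at RT. Synthesis on 1.4 nM ssM13Gori ran 35 min, then was stopped with PicoGreen/EDTA and read as dsDNA fluorescence.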
HBB splicing: qHTS Assay for Modulators of Hemoglobin Beta Chain Splicing; 0.06% of 65,000 active; HBB splicing reporter cell assay, activation; EGFP reporter with mutant IVS2-654 intron; response scale: normalised to 500 nM splice-correcting PNA; Potency, µM (top dose mostly 46.1 µM), inactives show at the top dose activation, usual class: activators; AID 925, 2007; further: potency means the concentration at half of the fitted maximal effect; 0% is about no effect
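HeLa cells stably expressing EGFP interrupted by mutant beta-globin intron 2 (IVS2-654), 500/well in 2% FCS. Treated with compound for 2 days at 37C. Splicing correction scored as total well GFP intensity (488 nm excitation, 500-520 nm emission); 500 nM antisense PNA served as control.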
Fluorescein autfl: qHTS Assay for Spectroscopic Profiling in Fluorescein Spectral Region. Compound autofluorescence, 480/540 nm, fluorescein-equivalent; stronger effect = higher value. max fluorescein-equivalent concentration, M. 0.91% of 59,000 active. AID 593, 2007; in the data active means max fluorescein-equivalent concentration above about 10 nM; inconclusive means between about 1.1 nM and that limit
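Values reflect compound autofluorescence, normalized to fluorescein on the same plate and reported at each tested concentration. Conditions: 100 mM Tris pH 8.0, room temperature, 15 min, excitation 480 nm, emission 540 nm.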
Hsp90 Hop PPI: qHTS Assay for Disrupters of an Hsp90 Co-Chaperone Interaction; Hsp90 C-terminal peptide / TPR2A (Hop) interaction, human; AlphaScreen TPR2A-His6 binding biotin-Hsp90 C-terminal peptide; Potency, µM (top dose mostly 57 µM), for inactives: top-dose activity change, negative = inhibition; 0.44% of 71,000 active; AID 595, 2007; active means well fitted curve in either direction with a large enough effect; inconclusive means small, poorly fitted or top-dose-only effect, or another doubt; further: potency means the concentration at half of the fitted maximal effect; on the % scale 0 is the no-effect control and ±100 the full control effect; many of its hits are not listed in these tables
GFP derepression: qHTS Assay for Epigenetic Modulators | mouse C127i GFP locus derepression, cytometry, 30 h | 0.09% of 68,000 active | AID 597, 2007 | Potency, µM (highest dose often 46.1 µM), for the others: at the highest dose GFP derepression (activation); further: % of control where 0% means no effect
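Derepression screen: silenced CMV-GFP reporter in murine C127i cells, 30 h compound incubation at 37 C, washed cells imaged by laser-scanning cytometer to enumerate GFP-expressing objects of 20 to 120 um.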
HADH2 inhib: qHTS Assay for Inhibitors of HADH2 (Hydroxyacyl-Coenzyme A Dehydrogenase, Type II). recombinant HADH2, NADH fluorescence, beta-hydroxybutyryl-CoA. Potency, µM (top dose mostly 57.1 µM), inactives show at the highest dose activity change, negative = inhibition, actives largely listed as inhibitors. 3.4% of 73,000 active; further: potency means the concentration at half of the fitted maximal effect; on the % scale 0 is the no-effect control and ±100 the full control effect; nearly all actives have a fitted effect of over 60% in size; many of its hits are not listed in these tables
Target sequence (Q99714 whole entry, looked up, one chain of several): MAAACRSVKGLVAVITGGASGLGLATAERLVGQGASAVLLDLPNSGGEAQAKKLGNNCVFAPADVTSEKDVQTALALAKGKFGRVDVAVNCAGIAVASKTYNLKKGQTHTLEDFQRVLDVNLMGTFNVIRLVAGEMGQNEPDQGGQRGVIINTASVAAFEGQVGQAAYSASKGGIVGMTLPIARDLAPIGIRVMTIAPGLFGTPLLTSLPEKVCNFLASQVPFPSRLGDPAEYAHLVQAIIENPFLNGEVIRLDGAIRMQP
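NADH fluorescence (ex 360/em 450 nm) read every 30 s for 4 min; activity taken as last-minus-first time point difference. Enzyme 20 nM, NAD+ 1 mM, beta-hydroxybutyryl-CoA 90 uM, pH 9.0 Tris buffer.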
Texas Red fluor: qHTS Assay for Spectroscopic Profiling in Texas Red Spectral Region; Compound fluorescence, Texas Red channel, 547/618 nm; stronger effect = higher value; max dye-equivalent concentration, M; 0.06% of 59,000 active; AID 587, 2007; in the data active means max dye-equivalent concentration above about 10 nM; inconclusive means between about 1.1 nM and that limit
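Fluorescence at ex 547/em 618 nm, normalized against an on-plate Texas Red standard series to give dye-equivalent concentration per compound concentration. Buffer 100 mM Tris, pH 8.0; 15 min RT incubation before CCD imaging.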
Starred values were filed as active, the others as inactive; i = inactive; ? = inconclusive; · = no result given; [ ] = remark or other dose. Unless noted, the call rests on the fitted dose curve; in most records, active means well fitted curve in the direction sought with a large enough effect; inconclusive means small, poorly fitted or top-dose-only effect, or another doubt; inactive means no such curve, though single readings can be large; an effect the other way counts as inactive or inconclusive.

cpd	smiles	ALOX15 inhib	Rhodamine autofl	4MU fluor	Ub-GFP proteasome	DNA Pol III inh	HBB splicing
1	Oc1ccc(Cn2c(-c3ccc(O)cc3)nc3ccccc32)cc1	-3%[11.4 µM]	i	i	-2%[9.17 µM]	-7%[11.4 µM]	2.2%[9.22 µM]
2	Nc1cc(=O)nc(SCc2ccccc2)n1Cc1ccco1	1%	i	i	-1%	0%	0.9%
3	c1ccc(-n2nnnc2N2CCOCC2)cc1	5%	i	i	1%	2%	0.1%[57.5 µM]
4	O=C(NCCSc1c[nH]c2ccccc12)c1ccc(Br)o1	25µM*	·	·	7%	-4%	-0.1%
5	Cn1c(=O)cc(SCC(=O)NCC2COc3ccccc3O2)c2ccccc21 (stereo unspecified)	0%	i	i	0%	0%	-0.9%
6	CC12CC[C@@H]3c4ccc(OP(=O)(O)O)cc4CCC3C1CCC2=O (stereo partly specified)	-4%[11.4 µM]	i	i	3%[9.17 µM]	-14%[11.4 µM]	0.1%[9.22 µM]
7	Cc1nc(NCCN2CCOCC2)c2nnn(Cc3ccccc3Cl)c2n1	-1%	i	i	6%	-2%	·
8	COCCNS(=O)(=O)c1cc(F)ccc1OC	3%	i	i	3%	-6%	-0.1%
9	CCCCOC(=O)Sc1nc2ccccc2o1	-19%	·	·	5%	-3%	-4.5%
10	COc1cc(C)nc(Oc2ccc(=O)[nH]n2)n1	·	i	i	·	·	·
11	COC(=O)C(NC(C)=O)(Nc1ccccn1)C(F)(F)F (stereo unspecified)	·	i	?	·	·	·
12	O=C(Cn1cnc2c(nnn2-c2cccc(Cl)c2)c1=O)N1CCOCC1	11%	·	·	7%	-9%	0.7%

cpd	Fluorescein autfl	Hsp90 Hop PPI	GFP derepression	HADH2 inhib	Texas Red fluor
1	i	-6%[11 µM]	3%[9.22 µM]	13%[11.4 µM]	i
2	i	-7%	0%	-3%	i
3	i	-1%	-1%	6%	i
4	·	-6%	·	-5%	·
5	i	-4%	-2%	9%	i
6	i	-2%[11 µM]	3%[9.22 µM]	6%[11.4 µM]	?
7	i	-2%	0%	5%	i
8	i	-1%	-1%	-4%	i
9	·	0%	-3%	?	·
10	i	·	-2%[20.6 µM]	·	i
11	i	·	0%[20.6 µM]	·	?
12	·	0%	·	9%	·

Entries listed above that bear a hit mark in ALOX15 inhib.
#	compound	ALOX15 inhib	Rhodamine autofl	4MU fluor	Ub-GFP proteasome	DNA Pol III inh	Hsp90 Hop PPI	GFP derepression	HADH2 inhib
4	O=C(NCCSc1c[nH]c2ccccc12)c1ccc(Br)o1	25µM*	·	·	7%	-4%	-6%	·	-5%

Other entries:
cpd	smiles	ALOX15 inhib	Rhodamine autofl	4MU fluor	Ub-GFP proteasome	DNA Pol III inh	HBB splicing
13	CCOC(=O)N1CCC(Nc2nc3ccccc3n3cnnc23)CC1	0%	·	·	5%	-4%	0.2%
14	CCOC(=O)CNC(=O)Nc1cc(C(C)(C)C)nn1-c1ccccc1	-5%	i	i	2%	?	0.0%[57.5 µM]
15	Nc1cc(S(=O)(=O)C(F)(F)F)ccc1C(=O)O	2%	i	?	12%	0%	3.3%
16	O=C1CS/C(=C\S(=O)(=O)c2ccc(Cl)cc2)N1	3%	i	i	1%	0%	-0.2%
17	CCOc1ccc(C(C)=O)cc1CSc1nnc(-c2ccoc2C)n1N	-11%	i	i	-3%	-5%	-0.7%
18	CS(=O)(=O)NCC(c1cccnc1)N1CCN(c2ccc(F)cc2)CC1 (stereo unspecified)	2%	i	i	-7%	-6%	-1.6%
19	CCOC(=O)C1CCN(c2nc3cc(OC)ccc3cc2C#N)CC1	-19%	i	8.8e-08M*	1%	0%	·
20	COCCNC(=O)c1ccccc1-c1nc(-c2ccccc2OC)no1	8%	i	i	-10%	5%	1.5%
21	Cc1ccc(C(=O)C2CCN(CC(=O)Nc3ccc(N(C)C)cc3)CC2)cc1	-17%	i	i	6%	-3%	·
22	CCCCCCC(=O)Nc1ccc(Cl)cn1	-3%	i	i	1%	-5%	0.2%
23	Cc1ccc2cc3cc(C(=O)NCc4ccc5c(c4)OCO5)oc3nc2c1	1%	i	i	0%	-2%	-1.8%
24	CC(=O)NCCc1c(Cc2ccccc2)[nH]c2ccccc12	0%[25.6 µM]	·	·	-3%	6%	·

cpd	Fluorescein autfl	Hsp90 Hop PPI	GFP derepression	HADH2 inhib	Texas Red fluor
13	·	-4%	-2%	-4%	·
14	i	-2%	-2%	4%	i
15	?	-2%	0%	-6%	i
16	?	-5%	0%	-18%	i
17	?	-5%	0%	6%	i
18	i	-1%	-1%	2%	?
19	i	25µM*	2%	4%	i
20	i	-5%	-1%	0%	i
21	i	-16%	0%	15%	i
22	i	4%	0%	7%	i
23	i	5%	-3%	?	i
24	·	-8%	5%	18%	·

Later entries.
cpd	smiles	ALOX15 inhib	Rhodamine autofl	4MU fluor	Ub-GFP proteasome	DNA Pol III inh	HBB splicing
25	Oc1c(C(Nc2ccccn2)c2ccccn2)ccc2cccnc12 (stereo unspecified)	28%	i	i	0%	-7%	-0.8%
26	Cc1[nH]c2ccccc2c1C(=O)CSc1ncn[nH]1	-1%	i	i	-2%	-10%	2.3%
27	CCOC(=O)CCc1c(C)c2ccc(O)cc2oc1=O	-3%	i	1.4e-05M*	-1%	-6%	-1.1%
28	c1ccc(Oc2nc(NCc3ccco3)nc(NCc3ccco3)n2)cc1	-19%	i	i	-7%	1%	·
29	COc1ccc(-c2cc(C(F)(F)F)nc(SCC(=O)Nc3cc(C)on3)n2)cc1	1%	i	7.2e-08M*	-6%	-6%	-1.0%
30	CN(C)c1nc2n(c(=O)n1)CCO2	10%	i	i	-3%	0%	-2.0%
31	CC(NC(=O)Cc1cccs1)C(c1cccs1)N1CCN(c2ccccc2F)CC1 (stereo unspecified)	-14%	i	i	2%	3%	0.2%
32	Cc1cc(C)c2c(N)c(C(=O)N3CCCCCC3)sc2n1	-6%	i	2.3e-08M*	-4%	-2%	·
33	CCOC(=O)c1[nH]c(C)c(C(=O)Nc2ccc(C)c(F)c2)c1C	-4%	i	i	-4%	0%	-0.4%
34	Cc1oc(-c2cccs2)nc1CS(=O)CC(=O)NCCCOC(C)C (stereo unspecified)	-7%	i	i	4%	-4%	-0.1%
35	CCC(CO)NCc1ccc2c(c1)n(C)c(=O)n2C (stereo unspecified)	5%	i	i	2%	-6%	0.1%[57.5 µM]
36	COC(=O)CN1C(=O)C(O)(CC(=O)c2cccc(Br)c2)c2ccccc21 (stereo unspecified)	0%	·	·	-10%	-2%	0.0%

cpd	Fluorescein autfl	Hsp90 Hop PPI	GFP derepression	HADH2 inhib	Texas Red fluor
25	?	3.2µM*	5µM*	1%	i
26	i	-1%	3%	-17%	?
27	?	-2%	-2%	4µM*	i
28	i	-2%	0%	-12%	i
29	?	1%	-2%	?	i
30	?	1%	1%	-3%	?
31	?	2%	1%	0%	i
32	i	-3%	2%	-11%	i
33	i	1%	10%	9%	?
34	i	-8%	2%	-20%	i
35	i	-2%	0%	5%	?
36	·	-6%	0%	-4%	·

Among those listed so far, 2 have bromine.
cpd	smiles	ALOX15 inhib	Rhodamine autofl	4MU fluor	Ub-GFP proteasome	DNA Pol III inh	HBB splicing
4	O=C(NCCSc1c[nH]c2ccccc12)c1ccc(Br)o1	25µM*	·	·	7%	-4%	-0.1%
36	COC(=O)CN1C(=O)C(O)(CC(=O)c2cccc(Br)c2)c2ccccc21 (stereo unspecified)	0%	·	·	-10%	-2%	0.0%

cpd	Fluorescein autfl	Hsp90 Hop PPI	GFP derepression	HADH2 inhib	Texas Red fluor
4	·	-6%	·	-5%	·
36	·	-6%	0%	-4%	·

High-throughput results deposited in PubChem BioAssay by National Center for Advancing Translational Sciences (NCATS).

Some of the compounds tested (hit frequency here may not be typical).
